12-LOX inh: Primary qHTS assay for inhibitors of human arachidonate 12S-lipoxygenase (ALOX12): Round 2. Polyunsaturated fatty acid lipoxygenase ALOX12 (Homo sapiens), P18054. purified 12hLO, xylenol orange hydroperoxide absorbance. Potency, µM (top dose mostly 108 µM), without a hit: at the top dose activity change, negative = inhibition, most hits filed as inhibitors. 580,000 tested, 1.1% active; also: % is scaled to controls: 0 for no effect and ±100 for the full control effect
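Purified human 12hLO (150 nM final) in 25 mM Hepes, 0.01% Triton X-100, pH 7.0 was preincubated 15 min at room temperature with compound. Then 40 uM arachidonic acid was added, 30 min. Hydroperoxide was read by Fe-XO absorbance ratio 573/405 nm.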
RXFP1 agonist: qHTS Assay for Agonists of the Relaxin Receptor RXFP1. HEK293T-RXFP1 cAMP TR-FRET, 30 min; response scale: percent of porcine relaxin response, buffer zero. Potency, µM (doses to about 57.5 µM), inactives show at the top dose activation, actives largely listed as activators. 370,000 tested, 0.3% active; also: % is scaled to controls: 0 for no effect and ±100 for the full control effect; nearly all actives have a fitted effect of over 60% in size; many of its hits are not listed in these tables
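Agonist response is measured as cAMP accumulation in an RXFP1-transfected HEK293T line under PDE4 inhibition. Values are scaled between buffer-only and 29 nM porcine relaxin, and EC50s come from standard Hill equation fits.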
RGS4 inh: Inhibitors of Regulator of G Protein Signaling (RGS) 4: qHTS | Regulator of G-protein signaling 4 (Homo sapiens), P49798 | Transcreener GDP fluorescence polarization, RGS4-accelerated GTP hydrolysis | Potency, µM (series often up to 114 µM), for the others: top-dose activity change, negative = inhibition, hits mostly inhibitors | 390,000 tested, 0.039% active | AID 504845, 2011; also: % is scaled to controls: 0 for no effect and ±100 for the full control effect; nearly all actives have a fitted effect of over 75% in size; some results filed as inactive show a strong effect at the top dose
Target sequence (P49798 whole entry, looked up): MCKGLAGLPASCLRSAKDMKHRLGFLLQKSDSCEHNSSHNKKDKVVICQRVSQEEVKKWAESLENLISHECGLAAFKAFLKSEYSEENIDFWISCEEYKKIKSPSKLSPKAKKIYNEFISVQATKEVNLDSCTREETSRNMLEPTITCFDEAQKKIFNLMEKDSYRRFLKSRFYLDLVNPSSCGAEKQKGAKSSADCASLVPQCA
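MLSMR compounds (23 nl, pin-transferred) preincubated 10 min at room temperature with a 500nM (2x) first reagent, then RGS4 at 900nM (2x) plus Transcreener GDP mix added; fluorescence polarization (620/688 nm) read before and after 90 min at 30 °C.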
Vif-A3G inh: qHTS for Inhibitors of Vif-A3G Interactions: qHTS | 410,000 tested, 0.076% active | HeLa A3G-eYFP + Vif (tagged APOBEC3G with the HIV-1 protein that degrades it), YFP fluorescence, overnight | Potency, µM (series often up to 46.1 µM), for the others: at the top dose activity, negative = active, actives largely listed as inhibitors | DNA dC->dU-editing enzyme APOBEC-3G (Homo sapiens), Q9HC16;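 also: % is scaled to controls: 0 for no effect and ±100 for the full control effect; nearly all actives have a fitted effect of over 60% in size; hits raise eYFP signal because A3G escapes Vif-driven loss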
Target sequence (Q9HC16 whole entry, looked up): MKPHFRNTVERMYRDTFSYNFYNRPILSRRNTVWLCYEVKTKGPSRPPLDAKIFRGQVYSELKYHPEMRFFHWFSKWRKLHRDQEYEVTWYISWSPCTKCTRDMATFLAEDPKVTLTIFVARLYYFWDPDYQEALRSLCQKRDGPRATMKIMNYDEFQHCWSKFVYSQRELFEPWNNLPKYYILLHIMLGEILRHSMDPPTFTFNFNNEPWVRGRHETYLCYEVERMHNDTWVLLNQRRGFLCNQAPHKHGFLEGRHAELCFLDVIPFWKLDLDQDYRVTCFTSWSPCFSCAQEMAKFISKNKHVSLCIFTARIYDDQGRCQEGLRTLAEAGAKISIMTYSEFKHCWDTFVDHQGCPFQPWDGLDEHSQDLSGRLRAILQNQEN
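Read-out is eYFP fluorescence (Ex 488/Em 500-530) from Vif-expressing HeLa A3G-eYFP cells; more signal means A3G escaped Vif-mediated degradation. Cells plated overnight, compound pinned in, incubated overnight at 37 deg C.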
TrxR1 substrate: qHTS Assay for Substrates of Mammalian Selenoprotein Thioredoxin Reductase 1 (TrxR1): qHTS; 390,000 tested, 0.01% active; Thioredoxin reductase 1, cytoplasmic (Rattus norvegicus), O89049; Potency, µM (series often up to 114 µM), without a hit: at the highest dose activity change, negative = substrate turnover; purified TrxR1 substrate turnover, NADPH consumption readout; AID 588456, 2011; also: % is scaled to controls: 0 for no effect and ±100 for the full control effect; nearly all actives have a fitted effect of over 50% in size
Target sequence (O89049 whole entry, looked up): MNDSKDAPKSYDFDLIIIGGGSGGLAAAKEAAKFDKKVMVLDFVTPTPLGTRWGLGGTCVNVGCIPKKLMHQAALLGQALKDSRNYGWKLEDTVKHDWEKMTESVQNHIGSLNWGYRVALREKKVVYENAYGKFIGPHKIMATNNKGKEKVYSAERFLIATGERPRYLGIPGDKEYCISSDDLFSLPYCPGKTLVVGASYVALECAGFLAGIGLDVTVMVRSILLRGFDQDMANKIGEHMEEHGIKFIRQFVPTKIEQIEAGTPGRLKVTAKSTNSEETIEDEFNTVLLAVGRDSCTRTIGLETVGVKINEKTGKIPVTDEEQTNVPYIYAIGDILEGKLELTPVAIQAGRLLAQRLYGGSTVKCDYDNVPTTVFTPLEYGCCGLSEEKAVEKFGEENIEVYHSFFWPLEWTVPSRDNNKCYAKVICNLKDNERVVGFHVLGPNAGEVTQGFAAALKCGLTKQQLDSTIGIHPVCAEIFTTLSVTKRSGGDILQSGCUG
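Rat TrxR1, dispensed at 90 nM, was prereduced with 400 uM NADPH (final) for 5 min at ~22 deg C, then incubated with compound 15 min before 400 uM selenite. A first-read NADPH fluorescence drop versus no-compound background flagged substrates.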
USP1 inh: Inhibitors of USP1/UAF1: Primary Screen. Potency, µM (highest dose often 57.1 µM), without a hit: top-dose activity change, negative = inhibition, actives largely listed as inhibitors. Ubiquitin carboxyl-terminal hydrolase 1 (Homo sapiens), O94782. 390,000 tested, 0.23% active. recombinant USP1/UAF1, Ub-Rhodamine cleavage fluorescence; also: % is scaled to controls: 0 for no effect and ±100 for the full control effect; nearly all actives have a fitted effect of over 60% in size; inactives centre near -12
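High-throughput fluorogenic screen: 1nM USP1/UAF1 complex, Ub-Rho substrate 150nM final, 50mM HEPES pH 7.8 with 0.5mM EDTA, 0.1 mg/ml BSA, 1mM TCEP and 0.01% Tween-20.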
IDH1 R132H inh: qHTS for Inhibitors of mutant isocitrate dehydrogenase 1 (IDH1): qHTS. IDH1-R132H enzyme, NADPH consumption, diaphorase/resazurin fluorescence. Potency, µM (highest dose often 76.6 µM), for the others: top-dose activity change, negative = inhibition, most hits filed as inhibitors. 390,000 tested, 0.093% active. AID 602179, 2012; also: % is scaled to controls: 0 for no effect and ±100 for the full control effect; nearly all actives have a fitted effect of over 65% in size
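IDH1-R132H (0.5 ug/mL dispensed) in pH 7.5 Tris buffer was preincubated 30 min with compound, then given a substrate mix of 0.016 mM NADPH and 2 mM alpha-KG for 80 min at room temperature; remaining NADPH was read by diaphorase/resazurin fluorescence.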
Vif-A3F inh: qHTS for Inhibitors of Vif-A3F Interactions: qHTS. HeLa A3F-eYFP + Vif (tagged APOBEC3F with the HIV-1 protein that degrades it), YFP fluorescence increase. Potency, µM (doses to about 46.1 µM), for the others: at the top dose activity, negative = active. 390,000 tested, 0.2% active; also: % of control where 0% means no effect; nearly all actives have a fitted effect of over 65% in size
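Fluorescence increase (Ex 488/Em 500-530) after overnight compound treatment at 37 deg C flags inhibition of Vif-driven A3F-eYFP loss in stable HeLa A3F-eYFP/Vif cells seeded overnight beforehand.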
TrxR1 inh: qHTS Assay for Inhibitors of Mammalian Selenoprotein Thioredoxin Reductase 1 (TrxR1): qHTS | Thioredoxin reductase 1, cytoplasmic (Rattus norvegicus), O89049 | recombinant rTrxR1, NADPH fluorescence consumption, selenite substrate | Potency, µM (doses to about 114 µM), for the others: top-dose activity change, negative = inhibition, usual class: inhibitors | 390,000 tested, 1% active; also: % is scaled to controls: 0 for no effect and ±100 for the full control effect; nearly all actives have a fitted effect of over 65% in size
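Rat TrxR1 (90 nM in the dispensed reagent) was pre-reduced with 400 uM NADPH for 5 min at room temperature, then incubated with compound for 15 min. After 400 uM selenite was added, NADPH fluorescence (Ex 340/Em 450 nm) was followed for 8 min.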
Active calls of the source: *; ? = inconclusive; / = no result given; & = joins results of further samples; [ ] = dose if it differs, or a comment. Calls follow the shape of the dose curve; as a rule, active = well fitted curve in the direction sought with a large enough effect; inconclusive = small, poorly fitted or top-dose-only effect, or another doubt; inactive = no such curve, though single readings can be large; an effect the other way counts as inactive or inconclusive. Potency is read from the fitted curve at half-maximal effect. The list is partial. The share of hits here may be higher or lower than overall.

Results follow in this order: 12-LOX inh	RXFP1 agonist	RGS4 inh	Vif-A3G inh	TrxR1 substrate	USP1 inh	IDH1 R132H inh	Vif-A3F inh	TrxR1 inh
> CC(=O)NC(Cc1cccc(F)c1)C(=O)NC1CCN(C(=O)Nc2ccccc2)CC1 (stereo not drawn)
 : 3%	-1.0%	7%	2%	-5%	-9%	-8%	1%	-5%
> O=C(NCCO)c1ccccc1O
 : -11%	-4.7%	-15%	1%	26%	-14%	2%	2%	-2%
> Cc1cc(C(=O)COC(=O)C2COc3ccccc3O2)c(C)n1CC1CCCO1 (stereo not drawn)
 : -8%	-0.3%	7%	0%	2%[57.1 µM]	-22%	-3%	5%	-4%[57.1 µM]
> CN(c1ccc(OCC(=O)Nc2ccc3[nH]c(=O)[nH]c3c2)cc1)S(=O)(=O)c1ccc(Cl)cc1
 : -23%	0.8%	3%	-26%	-4%	-21%	-6%	-6%	5%
> COc1ccc(NC(=O)Nc2ccccc2F)c([N+](=O)[O-])c1
 : 2%	0.4%	-28%	1%	1%	-18%	7%	-4%	17%
> O=C(CSc1nnnn1C1CCCC1)Nc1ccccc1F
 : 32%[activator]	-0.1%	0%	-6%	-3%	-20%	-5%	-4%	-5%
> CCOC(=O)Oc1ccc2oc(=O)cc(C)c2c1
 : 0%	1.2%	13%	-1%	6%	-20%	7%	-1%	17%
> COc1cc2[nH]c3c(N4CCN(c5ccccn5)CC4)ncnc3c2cc1OC
 : /	7.1%	-10%	-17%	24%[57.1 µM]	-16%	5%	-4%	-2%[57.1 µM]
> CNc1cc(NS(=O)(=O)c2ccc(N)cc2)nc(NC)n1
 : ?	-0.2%	?	-8%	-7%[57.1 µM]	11%	6%	-1%	?
> CCc1cn(S(=O)(=O)c2ccccc2OC)nc1N
 : 27%	0.5%	-16%	1%	6%	-16%	-3%	-15%	16%
> CC(=O)N1N=C(c2ccc(C)cc2)OC1c1ccc(Br)cc1 (stereo not drawn)
 : ?	-0.7%	-51%	1%	5%	-12%	0%	0%	19%[57.1 µM]
> Cc1sc2nc(C(C)C)nc(SCC(=O)N3c4ccccc4CC3C)c2c1C (stereo not drawn)
 : -9%	0.9%	-20%	-5%	-3%	-7%	4%	6%	-10%
> CCN(C(=O)Cn1c(=O)oc2ccccc21)c1cccc(C)c1
 : 388%[activator]	0.2%	-51%[56.9 µM]	-6%	-4%	-13%	7%	7%	14%
> COc1ccccc1Cn1cc(C(=O)c2ccc(Cl)cc2)c(=O)c2ccccc21
 : -7%	23%	-27%	-25%	2%	-9%	-13%	-11%	26%
> CCN(CC(=O)Nc1ccc2c(c1)OCCO2)C(=O)/C=C/c1ccc(OC)cc1OC
 : -7%	2.6%	10%	-8%	-13%	-5%	0%	1%	-11%
> CCCn1c2ccccc2c2nnc(SCC(=O)Nc3c(C)n(C)n(-c4ccccc4)c3=O)nc21
 : 8%	7.6%	10%	1%	4%[57.1 µM]	1%	2%	16%	13%[57.1 µM]
> Cc1ccc(NC(=O)c2sc3nc4c(c(-c5ccco5)c3c2N)CCC4)cc1
 : ?	9.4%	-43%	-16%	-6%	249%[activator]	-3%	?	-17%
> O=C(CNC(=O)c1cc(S(=O)(=O)N2CCCCC2)ccc1N1CCOCC1)Nc1ccc(F)c(F)c1
 : 6%	15%	-6%	-1%	10%[57.1 µM]	-14%	-3%	8%	20%[57.1 µM]
> COc1ccccc1/C=[N+](\[O-])C1SC(=S)N(C)C1(C)C (stereo not drawn)
 : ?	-0.6%	-9%	1%	-10%	-19%	0%	6%	-9%
> COc1ccc(CCNC(=O)Cn2c(=O)n(Cc3ccco3)c(=O)c3ccc(Cl)cc32)cc1OC
 : 38%[activator]	-1.0%	-16%[11.4 µM]	0%	-1%[57.1 µM]	-8%	3%	1%	17%[57.1 µM]
> CC1CCCCN1CCCNC(=O)c1nn(C)c2c1CSc1ccccc1-2 (stereo not drawn)
 : 10%	0.1%	-4%	2%	4%	-7%	9%	-14%	7%
> CCOc1ccccc1C(=O)NCC(c1cccs1)S(=O)(=O)c1ccc(F)c(C)c1 (stereo not drawn)
 : ?	0.3%	-9%	1%	0%[57.1 µM]	-1%	0%	1%	5%[57.1 µM]
> C=C1CCN([C@@H](C)C(=O)NCCCCCC)S(=O)(=O)c2ccccc21
 : -20%	0.7%	-4%	2%	9%[57.1 µM]	-11%	-8%	1%	15%
> Cc1cccc(NC(=O)c2nc[nH]c2C(=O)NC2CCN(C(=O)OC(C)(C)C)CC2)c1
 : 19%	0.5%	8%	-7%	6%	-20%	8%	2%	6%
> c1ccc2oc(C3=NNC(=NC4CC4)SC3)cc2c1
 : ?	-0.7%	-9%[11.4 µM]	-1%	-6%	-25%	?	-16%	11%
> Cn1c(NCCN(CCO)CCCc2ccc([N+](=O)[O-])cc2)cc(=O)n(C)c1=O
 : -6%	/	-13%	0%	-5%	-13%	-2%	1%	9%
> Cc1ccc(CCNC(=O)c2nn(C)c3c2CS(=O)(=O)c2ccccc2-3)cc1
 : 9%&-27%	-2.2%	24%	-7%	-5%	-11%	1%	-2%	9%
> CCOc1cc(CNc2ccc(Br)cc2)cc(Br)c1OCC(=O)NC(C)(C)C
 : -5%	0.4%	-11%	1%	-3%[57.1 µM]	-19%	6%	-6%	10%[57.1 µM]
> Cc1ccc(S(=O)(=O)NCCSc2ncccn2)cc1
 : 1%	0.1%	-7%	0%	-9%	-10%	-4%	6%	6%
> Cn1c(=O)n(C)c2cc(/C=N/n3cnnc3)ccc21
 : -13%	2.1%	59%[activator]	2%	20%	-10%	9%	3%	0%

One compound at a time (already shown):
CCc1cn(S(=O)(=O)c2ccccc2OC)nc1N in the list: 12-LOX inh: 27%; RXFP1 agonist: 0.5%; RGS4 inh: -16%; Vif-A3G inh: 1%; TrxR1 substrate: 6%; USP1 inh: -16%; IDH1 R132H inh: -3%; Vif-A3F inh: -15%; TrxR1 inh: 16%
CN(c1ccc(OCC(=O)Nc2ccc3[nH]c(=O)[nH]c3c2)cc1)S(=O)(=O)c1ccc(Cl)cc1 in the list: 12-LOX inh: -23%; RXFP1 agonist: 0.8%; RGS4 inh: 3%; Vif-A3G inh: -26%; TrxR1 substrate: -4%; USP1 inh: -21%; IDH1 R132H inh: -6%; Vif-A3F inh: -6%; TrxR1 inh: 5%

(list continues)
Results follow in this order: 12-LOX inh	RXFP1 agonist	RGS4 inh	Vif-A3G inh	TrxR1 substrate	USP1 inh	IDH1 R132H inh	Vif-A3F inh	TrxR1 inh
> CCCCNc1c(-c2ccc(OC)c(SC(C)CC)c2)nc2ccc(Cl)cn12 (stereo not drawn)
 : ?	/	-12%	-6%	5%	-33%	9%	1%	15%
> O=C(COC(=O)/C=C/c1cccs1)Nc1ccc2ccccc2c1
 : 7%	1.5%	0%	-5%	4%	-3%	3%	3%	11%
> COc1ccc(N2CCN(c3nc(Nc4ccc(C)c(F)c4)nc(N4CCCC4)n3)CC2)cc1
 : -7%	-1.5%	-5%	-1%	2%[57.1 µM]	-6%	1%	6%	12%[57.1 µM]
> Cc1ccc(/C(=N/Nc2ncnc3ccccc23)C(=O)O)cc1
 : -17%	-0.6%	-24%	0%	-21%	0%	21%	?	-19%
> CN(C(=O)c1cccc(NC(=O)Cc2ccc(NC(=O)C3CCN(C(=O)C4CCCCC4)CC3)cc2)c1)C1CCCC1
 : ?	/	-9%	-8%	2%	-28%	-5%[38.3 µM]	2%	15%
> COc1ccc(OC)c(N(CC(=O)NCCSCc2ccco2)S(=O)(=O)c2ccccc2)c1
 : -22%	1.9%	-31%	0%	3%	-11%	-6%	1%	-34%
> CC(NC(=O)C(=O)NCCN1CCN(C(=O)c2ccccc2Br)CC1)c1ccccc1 (stereo not drawn)
 : -2%	-0.5%	-2%	1%	3%	-14%	13%	-1%	18%

Shown in markdown: two of the compounds above.
| SMILES | 12-LOX inh | RXFP1 agonist | RGS4 inh | Vif-A3G inh | TrxR1 substrate | USP1 inh | IDH1 R132H inh | Vif-A3F inh | TrxR1 inh |
| --- | --- | --- | --- | --- | --- | --- | --- | --- | --- |
| Cc1ccc(/C(=N/Nc2ncnc3ccccc23)C(=O)O)cc1 | -17% | -0.6% | -24% | 0% | -21% | 0% | 21% | ? | -19% |
| COc1ccc(N2CCN(c3nc(Nc4ccc(C)c(F)c4)nc(N4CCCC4)n3)CC2)cc1 | -7% | -1.5% | -5% | -1% | 2%[57.1 µM] | -6% | 1% | 6% | 12%[57.1 µM] |
